PKA-R2B act – activates the human PKA-R2B holoenzyme complex; hit rate 0.079% among 340,000; PKA-R2B holoenzyme dissociation, Cy5-IP20 fluorescence polarization; R2B truncated from residue 108, S112A mutant; 0% DMSO only, 100% 113 µM cGMP; activation, % at 11.4 µM; P22694+P31323;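 active = activation above a cutoff set at the mean over all compounds plus 3 SD, cut at about 18% in these data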;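 also: higher means more holoenzyme dissociation and a rise in polarization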
DAGLB inhibitor – blocks human DAGLB lipase activity; Q8NCG7; HEK293T DAGLB membrane lysate, EnzChek fluorogenic substrate; inhibition, % at 5.17 µM; hit rate 0.059% among 340,000; AID 504411; in the data active = inhibition above about 34%;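 also: 0% = enzyme with vehicle and 100% = wells lacking enzyme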
Target sequence (Q8NCG7 whole entry, looked up): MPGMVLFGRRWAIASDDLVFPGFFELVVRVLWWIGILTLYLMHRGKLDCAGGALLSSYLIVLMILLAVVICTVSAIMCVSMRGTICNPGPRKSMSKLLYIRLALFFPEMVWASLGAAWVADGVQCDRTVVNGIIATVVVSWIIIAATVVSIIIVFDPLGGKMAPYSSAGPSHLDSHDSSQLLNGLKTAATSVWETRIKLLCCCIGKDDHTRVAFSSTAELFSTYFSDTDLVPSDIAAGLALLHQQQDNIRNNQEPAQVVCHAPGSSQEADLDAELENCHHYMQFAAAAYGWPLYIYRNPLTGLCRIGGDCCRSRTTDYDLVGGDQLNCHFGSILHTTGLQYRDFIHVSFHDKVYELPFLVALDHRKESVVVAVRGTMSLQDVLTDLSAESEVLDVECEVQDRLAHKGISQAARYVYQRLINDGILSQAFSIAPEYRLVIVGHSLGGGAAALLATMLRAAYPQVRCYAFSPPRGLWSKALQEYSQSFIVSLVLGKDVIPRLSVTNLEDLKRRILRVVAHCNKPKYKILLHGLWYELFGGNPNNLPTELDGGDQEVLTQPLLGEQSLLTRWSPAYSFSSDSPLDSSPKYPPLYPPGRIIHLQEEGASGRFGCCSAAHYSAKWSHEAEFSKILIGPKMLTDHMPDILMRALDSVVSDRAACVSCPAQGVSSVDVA
OPRM1-OPRD1 ag – agonists of human mu-delta opioid receptor heterodimerization | P35372+P41143 | cells, OPRM1-OPRD1 heterodimerization, luminescence | activation, % at 9.3 µM | hit rate 0.3% among 340,000 | AID 504326; in the data active = activation above about 18%;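 also: 0% = vehicle-treated cells and 100% = reference agonist; values of inactives mirror those of a sister screen read the other way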
PKA-R1A act – activates the PKA-R1A holoenzyme complex. hit rate 0.083% among 340,000. PKA-R1A dissociation, Cy5-IP20 fluorescence polarization; scaled: DMSO 0%, 113 µM cGMP 100%. P00514+P68181. activation, % at 11.4 µM;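 active = percent activation above the mean of all tested compounds plus 3 SD, cut at about 19% in these data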;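 also: higher means more PKAc released from R1A so a rise in polarization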
HTR5A inv ag – HTR5A inverse agonism, opioid heterodimer counter-screen. hit rate 0.083% among 340,000. HTR5A cell line, luminescence. P47898. inhibition, % at 9.3 µM; in the data active = inhibition mostly above about 23%, no sharp cut-off; inactive = mostly below about 18%;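 also: 0% = cells with DMSO and 100% = no-cell wells with DMSO; some compounds called inactive have numbers as strong as hits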
Target sequence (P47898 whole entry, looked up): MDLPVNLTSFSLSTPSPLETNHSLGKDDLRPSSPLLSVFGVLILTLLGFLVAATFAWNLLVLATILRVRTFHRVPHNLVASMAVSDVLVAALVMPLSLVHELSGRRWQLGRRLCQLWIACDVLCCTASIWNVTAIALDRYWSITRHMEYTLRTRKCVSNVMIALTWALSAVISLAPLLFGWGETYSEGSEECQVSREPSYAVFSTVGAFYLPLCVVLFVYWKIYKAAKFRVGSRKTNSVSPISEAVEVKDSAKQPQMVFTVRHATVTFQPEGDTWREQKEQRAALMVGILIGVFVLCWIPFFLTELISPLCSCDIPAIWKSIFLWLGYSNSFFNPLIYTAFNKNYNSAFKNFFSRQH
V-ATPase pHluor – alters yeast V-ATPase proton transport. hit rate 0.37% among 350,000. S. cerevisiae, pHLuorin cytosolic pH fluorescence. response, % at 10 µM. AID 504577; in the data active = response mostly above about 7.3%, no sharp cut-off; inactive = mostly below about 5.4%; also: actives read high; inactives centre near 0; some compounds called inactive have numbers as strong as hits; reference of the scale not given here
MOR-DOR inv ag – inverse agonists of human mu-delta opioid receptor heterodimerization | cell-based MOR-DOR heterodimer luminescence, inverse agonism | hit rate 0.21% among 340,000 | P35372+P41143 | inhibition, % at 9.3 µM | AID 504357; in the data active = inhibition above about 22%, passing the limit was not always enough;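 also: 0% = cells with DMSO and 100% = wells without cells with DMSO; values of inactives mirror those of a sister screen read the other way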
DSG3 Ab inh – blocks pemphigus antibody binding to human desmoglein-3; AID 588358; binding (percent of control), % at 10 µM; hit rate 0.48% among 310,000; DSG3-coupled beads, scFv-anti-DSG3-GFP binding, flow cytometry; active compounds read low;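 active = binding more than 3 SD below its plate's average and above zero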;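 also: hits lower antibody fragment binding to DSG3; some compounds called inactive have numbers as strong as hits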
Arr AP2 block – inhibitors of human beta-arrestin and AP2 interaction | FITC-arrestin peptide / GST-AP2 beads, flow cytometry; AP2 beta2 appendage carries R879A mutation | inhibition, % at 10 µM | hit rate 0.31% among 340,000 | AID 504490;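 active = inhibition above a set limit, near 3 SD of compounds lacking own fluorescence, cut at about 54% in these data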;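 also: plate controls were DMSO wells for no effect and 5 µM unlabelled arrestin peptide for full effect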
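System: GST-tagged AP2 beta2-adaptin appendage (R879A) on 4 µm glutathione beads / Reagent: FITC-arrestin peptide, 50 nM / Detection: HyperCyt-sampled flow cytometry, FL1 channel, ex 488/em 535 nm / Timing: 12 min plus 1 h, RT / Buffer or medium: PBS plus Tween 20 (0.05%) and BSA (0.1%)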
HTR5A ag ctr – HTR5A agonism, opioid heterodimer counter-screen; P47898; HTR5A agonist assay, luminescence, cell-based; activation, % at 9.3 µM; hit rate 0.61% among 340,000; in the data active = activation mostly above about 9.5%, no sharp cut-off; inactive = mostly below about 7.6%;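 also: 0% = cells with vehicle only and 100% = reference agonist; strong numbers were not always called active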
An asterisk follows results filed as active; · = not tested or not shown.

SMILES	PKA-R2B act	DAGLB inhibitor	OPRM1-OPRD1 ag	PKA-R1A act	HTR5A inv ag	V-ATPase pHluor	MOR-DOR inv ag	DSG3 Ab inh	Arr AP2 block	HTR5A ag ctr
COc1ccc(CC(=O)Nc2sccc2C#N)cc1S(=O)(=O)N1CCOCC1	4	-1	-4.3	8	3	0	22	97	-17	-1
CSCCC(NC(=O)COc1ccccc1)C(=O)N(C)CC(=O)Nc1c(C)cccc1C (configuration not stated)	-15	0	0.0	-4	-10	7	0	·	19	4
O=C(C1CCN(S(=O)(=O)c2cnc[nH]2)CC1)N1CCn2c1nc1ccccc12	-8	2	·	-1	·	7	·	102	10	·
COC(=O)[C@@]12CCCCN1[C@H](c1ccc(-c3ccccc3)c(OC)c1)[C@H]1C(=O)N(C)C(=O)[C@H]12	-9	-1	-1.1	4	-24	2	6	105	11	9
CCCCOc1ccc(/C=c2\sc3ncnn3c2=O)cc1	-2	-1	-3.2	-5	-2	2	18	117	7	1
C=CCNC(=S)N/N=C/c1ccc(C(C)(C)C)cc1	3	-1	9.2	-10	-5	0	-49	98	9	7
CC(NC(=O)CSCc1ccc(Br)cc1)c1ccccc1 (configuration not stated)	6	-3	-0.2	-1	-4	-3	1	123	11	2
O=C(/C=C/c1ccc(S(=O)(=O)N2CCOCC2)cc1)Nc1cc(F)ccc1F	-1	-2	-0.6	-5	-18	1	3	87	31	5
Cc1ccc(NC(=O)c2cc(C(=O)Nc3ccc(C)cc3)n(C)n2)cc1	-2	-3	1.5	-5	9	-2	-8	113	0	3
CCN(CC)S(=O)(=O)c1cc(NC(=O)c2cccc(N3C(=O)CCC3=O)c2)ccc1Cl	1	4	-1.4	-8	7	-2	9	100	-4	-3
CCN(CC)CCCN(Cc1cc2cc3c(cc2[nH]c1=O)OCO3)C(=S)Nc1ccccc1	3	-1	-0.3	-10	-3	0	2	102	-7	1
CC1CCCC(NC(=O)CC2Nc3ccccc3NC2=O)C1C (configuration not stated)	-6	1	3.1	-11	-10	0	-18	106	1	1
COc1ccccc1N1CCN(S(=O)(=O)/C=C/c2ccccc2)CC1	5	-12	-0.8	-3	11	0	4	107	8	1
CC(Oc1ccc(Br)cc1)C(=O)N(C)CC(=O)Nc1ccc(N2CCOCC2)cc1 (configuration not stated)	-6	1	0.9	8	8	0	-6	104	3	-3
CC1CCCCN1C(=O)Cn1c(=O)n(CCC(=O)NCc2ccco2)c(=O)c2sccc21 (configuration not stated)	-15	-3	-2.9	12	-43	2	15	92	-11	0
CCOc1ccccc1-c1cc(-c2n[nH]c(=S)n2CC)c2ccccc2n1	-5	1	-1.9	-3	6	-2	10	105	3	1
O=C1CN(C(=O)CC2c3ccccc3-c3ccccc32)CC(=O)N1	5	0	0.1	15	2	0	-1	105	-7	1
Cc1ccc(NC(=O)C2CCCN(S(=O)(=O)c3ccc4c(c3)oc(=O)n4C)C2)nc1 (configuration not stated)	8	-1	-1.5	-2	-10	3	9	94	4	3
COC(=O)C1C/C(=N\NS(=O)(=O)c2ccc(C)cc2)c2ccccc2C1 (configuration not stated)	-13	0	0.2	-10	-15	5	-1	101	6	-1
CC(=O)Oc1ccc(/C(C)=N\N2CCN(Cc3ccc(Cl)cc3)CC2)cc1	2	-9	-1.0	-13	-6	-2	5	121	-12	2
CCc1c(C#N)c(SCCC(=O)Nc2ccc(C)cc2)nc2c1C(=O)CC(C)(C)C2	0	-19	-0.3	-4	-12	-1	2	106	24	4
Cc1ccc(C(=O)Nc2sc(C(=O)N(C)C)c(C)c2C#N)cc1	-10	2	-2.0	8	-21	3	12	95	-10	8
CCc1cc(C(=O)Nc2ccccc2N2CCOCC2)sc1C	-3	-3	-0.5	-13	-16	4	2	109	-11	6
NS(=O)(=O)c1ccc(Oc2ccc(S(N)(=O)=O)cc2)cc1	16	1	-2.7	1	-3	1	14	105	-5	1
Cc1cccn2c(=O)c(/C=N/O)c(Nc3ccccc3F)nc12	-12	1	-2.0	-5	-1	0	10	112	12	-3
S=c1[nH]nc(CN2CCCC2)n1Cc1ccccc1	1	3	-1.4	-2	20	1	6	·	-3	-8
CC1CC(C)(C)NC(=S)N1CCCC(=O)Nc1ccc2c(c1)OCCO2 (configuration not stated)	-9	-2	1.2	-10	-17	5	-6	122	-15	6
CN(C)c1ccc(NS(=O)(=O)c2cc3c4c(c2)CC(=O)N4CCC3)cc1	-10	2	0.5	-5	-13	-3	-2	·	11	-2
CCOC(=O)N1CCN(C(=O)COc2ccccc2Cl)CC1	-1	2	0.0	1	-13	0	0	·	-9	5
CN(c1ccccc1)S(=O)(=O)c1ccc(Cl)c(C(=O)OCC(=O)NC2CCS(=O)(=O)C2)c1 (configuration not stated)	1	3	1.0	7	-5	0	-5	93	13	2
Cc1cccc(-n2nnnc2SCC(=O)NC2CCCC2)c1	4	-3	1.3	4	6	-4	-7	99	3	-1
CCc1cc(C(c2ccncc2)N2CCN(C)CC2)c(NC(=O)c2ccccc2)s1 (configuration not stated)	0	3	-0.1	5	-18	9	1	102	6	7
O=S(=O)(c1cccc(-c2csc(-c3cccnc3)n2)c1)N1CCOCC1	1	0	-0.5	1	17	16	3	102	47	-1
COc1ccc(S(=O)(=O)NC(C(C)C)C(C)C)cc1OC	2	-2	-1.5	-7	12	1	6	·	0	-5
Cc1ccc(/C=C/C(=O)c2ccc(C)cc2)cc1	-2	-19	5.2	7	3	3	-26	·	2	-1
O=C(Nc1ccc(S(=O)(=O)C(F)F)cc1)c1cccc(S(=O)(=O)N2CCOCC2)c1	-7	-3	-1.6	-10	-9	-4	7	108	-2	4
Cc1nc2[nH]c(=O)c3c(n2n1)NC1=C(C(=O)CC(C)(C)C1)C3c1ccccc1 (configuration not stated)	-3	1	-2.1	-12	-3	-3	11	101	9	2
CCOC(=O)c1ccccc1NC(=S)N1CCN(C2CCCCC2)CC1	-5	-4	-1.4	-3	6	-4	7	99	2	5
COCCCNC(=O)CSc1c2c(nc3ccc(Cl)cc13)CCCC2	1	-6	-5.7	-9	5	-1	27	163	12	-1
CCOc1ccccc1Oc1cn[nH]c1-c1ccc(OC)cc1O	-6	-5	5.0	-13	2	-3	-24	101	2	-1
COc1ccccc1NC(=O)C1CCCN(c2ncnc3c2nc2n3CCCCC2)C1 (configuration not stated)	2	-1	-0.8	5	-2	-5	4	97	54	-1
O=C(CCl)N1CCN(CC(=O)N2CCCC2)CC1	0	-2	-2.6	8	4	-3	12	117	-2	-1
CCOC(=O)C1CCN(CCC(=O)Nc2ccccc2)CC1	-4	3	-2.4	1	-3	-5	12	102	7	1
Cc1c(C(=O)NC2CCOC2)oc2c(F)cccc12 (configuration not stated)	-15	-1	-0.8	-9	-14	6	4	103	-9	-3
COc1ccc(C(=O)C(CO)Oc2ccccc2OC)cc1OC (configuration not stated)	9	-2	-1.9	4	1	6	11	107	4	2
CCn1ccnc1CN(C)C(=O)c1cc(COc2c(F)cccc2F)on1	2	2	-1.4	2	-3	-3	9	104	1	-2
Cc1ccc2[nH]c(=O)c(CN(C(=O)c3cccc([N+](=O)[O-])c3)C(C)C)cc2c1	5	2	-1.5	-3	-12	-4	8	101	16	4
O=C(COC(=O)c1cc(Cl)nc(Cl)c1)NCCc1ccc(F)cc1	2	3	2.6	3	16	5	-11	·	22	-6
C=C1CCN([C@@H](Cc2ccccc2)C(=O)NCc2ccccc2)S(=O)(=O)c2ccccc21	-6	-1	0.5	-4	-7	-4	-3	106	11	-2
O=C(N/N=C/c1ccccc1)C(=O)N/N=C/c1ccccc1	8	-1	-0.1	-5	-2	1	1	·	1	1
COc1ccc(-c2nnc(SCc3ccccn3)n2C)cc1	-6	-1	-1.8	-7	9	0	10	·	3	-2
Cc1c(NC(=O)COC(=O)c2cc3c4ccccc4n(C)c3s2)c(=O)n(-c2ccccc2)n1C	-13	-1	0.2	1	2	-5	-1	95	-3	-1
COc1ccc2c(=O)c3c(=O)n(-c4ccccc4)c(-c4ccco4)nc3oc2c1	10	2	-3.9	7	7	2	18	99	7	-2
COc1cc(C(=O)NCCC(=O)N2CCN(C)CC2)cc(OC)c1OC	-15	-1	2.0	-6	-2	0	-9	·	-6	3
CN(C)c1ccc(-n2cccc2/C=N/n2cnnc2)cc1	-14	1	-1.1	5	-12	2	6	111	8	2
COc1ccc(/C=C/c2ccc3c(Br)ccc(O)c3n2)cc1	-4	-3	-2.4	-12	25	-2	10	99	22	-7
COc1ccc(NC(=O)C2CCC(CNS(=O)(=O)c3cccs3)CC2)cc1 (configuration not stated)	0	-1	-2.1	-7	-6	-1	11	99	7	2
Cc1cc(=O)oc2c(C)c(OC(C)C(=O)NCCCn3ccnc3)ccc12 (configuration not stated)	-11	2	-2.9	-16	-28	-8	14	100	6	-2
O=C(Cc1cccs1)NCc1cc(Cl)cc(Cl)c1	1	-5	-3.4	1	-13	-1	15	98	1	3
CC[C@H](C)[C@H]1CNC(=S)N1CC1CCN(CC2CCC(C)CC2)CC1 (some centres not stated)	-4	-1	-2.2	-12	5	-3	10	99	-16	-2

Next compounds follow.
SMILES	PKA-R2B act	DAGLB inhibitor	OPRM1-OPRD1 ag	PKA-R1A act	HTR5A inv ag	V-ATPase pHluor	MOR-DOR inv ag	DSG3 Ab inh	Arr AP2 block	HTR5A ag ctr
Cc1cn(C2OC(COC(=O)c3ccccc3)C(O)C2O)c(=O)[nH]c1=O (configuration not stated)	-2	3	-1.5	-13	5	-5	9	100	17	10
Cc1ccc(NC(=O)CSc2ccccc2NC(=O)c2ccccc2)cc1Cl	7	-3	8.0	1	16	1	-43	96	-4	11
Cc1ccc(S(=O)(=O)Cn2nnnc2C(c2ccc(F)cc2)N2CCC(C(N)=O)CC2)cc1 (configuration not stated)	-6	-1	-0.9	-9	27	4	5	·	-3	-2
CC(OC(=O)c1cccnc1)C(=O)NCc1ccc2c(c1)OCO2 (configuration not stated)	-6	1	-2.3	-5	10	-3	14	96	-11	-2
COc1ccc(CNC(=O)Nc2cccc3ccccc23)cc1	4	-2	-1.1	-5	22	0	7	93	27	-3
Cc1ccc(C)c(N(C(=O)CS(=O)CC(=O)Nc2ccc3c(c2)OCO3)C(C)C(=O)NC2CCCC2)c1 (configuration not stated)	1	-1	-1.4	-2	1	-1	8	96	-1	-3
Cc1ccc(-c2onc3ccc(C4(C)OCCO4)cc23)cc1	-7	-9	5.2	3	0	-2	-31	98	-2	3

Part of the list above, reformatted.
canonical_smiles | PKA-R2B act | DAGLB inhibitor | OPRM1-OPRD1 ag | PKA-R1A act | HTR5A inv ag | V-ATPase pHluor | MOR-DOR inv ag | DSG3 Ab inh | Arr AP2 block | HTR5A ag ctr
CCN(CC)CCCN(Cc1cc2cc3c(cc2[nH]c1=O)OCO3)C(=S)Nc1ccccc1 | 3 | -1 | -0.3 | -10 | -3 | 0 | 2 | 102 | -7 | 1
CC1CCCC(NC(=O)CC2Nc3ccccc3NC2=O)C1C (configuration not stated) | -6 | 1 | 3.1 | -11 | -10 | 0 | -18 | 106 | 1 | 1
COc1ccccc1N1CCN(S(=O)(=O)/C=C/c2ccccc2)CC1 | 5 | -12 | -0.8 | -3 | 11 | 0 | 4 | 107 | 8 | 1
